# Assay outcomes: PubChem BioAssay, Sanford-Burnham Center for Chemical Genomics
# GRIN3A LBD mod – binders of NR3A ligand-binding domain, primary screen, biophysical, differential scanning fluorimetry, uHTS; NR3A LBD differential scanning fluorimetry, Tm shift; 0% = protein alone, 100% = glycine-bound protein; actives 2.5% (n = 340,000); AID 1259313, 2017; Tm shift relative to glycine control, % at 25 µM;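 active = melting temperature shift of at least 10% of the positive control shift, at one fixed dose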
# SENP1 FRET inh – human SENP1 catalytic domain inhibitors, primary screen, biochemical, FRET, uHTS | Sentrin-specific protease 1 (Homo sapiens), Q9P0U3 | actives 0.21% (n = 360,000) | inhibition, % at 10 µM | recombinant SENP1 catalytic domain, CyPet-SUMO1-YPet FRET cleavage;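 active = inhibition at least 30% at 10 µM, raw YFP signal under a set limit, fluorescence ratio 0.5 to 1.5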;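 also: 0% = enzyme with DMSO and 100% = no enzyme wells; some results filed as inactive read as strong as hits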
# Target sequence (Q9P0U3 419-644 limits assumed): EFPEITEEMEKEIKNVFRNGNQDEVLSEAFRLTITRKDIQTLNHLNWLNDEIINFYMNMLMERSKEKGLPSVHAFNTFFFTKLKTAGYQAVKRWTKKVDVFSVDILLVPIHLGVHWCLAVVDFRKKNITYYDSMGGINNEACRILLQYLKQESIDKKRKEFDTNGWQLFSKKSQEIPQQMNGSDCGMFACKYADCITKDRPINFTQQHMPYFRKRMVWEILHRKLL
#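 material = recombinant human SENP1 catalytic domain, His6-tagged | quantity = 20 pM enzyme | reagent = 25 nM SUMO1 FRET substrate | compound dosing = 10 µM single point, 0.5% DMSO | timing = 50 min enzyme reaction, room temperature, light-protected | detection = FRET, CFP and YFP emission | control set = no-enzyme low, enzyme-DMSO high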
# hIAP act – human IAP activators, primary screen, biochemical, luminescence, uHTS | purified human IAP, CDP-Star luminescence, 30 min; hits give high values; 1 = vehicle-only enzyme, 0 = enzyme-free background | activation factor at 10 µM | actives 0.16% (n = 330,000) | AID 2524, 2010;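 active = activation factor of the enzyme at least 2-fold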; also: the source names both 10 and 20 µM as test concentration; values of inactives mirror those of a sister screen read the other way
# Target sequence (P09923 whole entry, looked up): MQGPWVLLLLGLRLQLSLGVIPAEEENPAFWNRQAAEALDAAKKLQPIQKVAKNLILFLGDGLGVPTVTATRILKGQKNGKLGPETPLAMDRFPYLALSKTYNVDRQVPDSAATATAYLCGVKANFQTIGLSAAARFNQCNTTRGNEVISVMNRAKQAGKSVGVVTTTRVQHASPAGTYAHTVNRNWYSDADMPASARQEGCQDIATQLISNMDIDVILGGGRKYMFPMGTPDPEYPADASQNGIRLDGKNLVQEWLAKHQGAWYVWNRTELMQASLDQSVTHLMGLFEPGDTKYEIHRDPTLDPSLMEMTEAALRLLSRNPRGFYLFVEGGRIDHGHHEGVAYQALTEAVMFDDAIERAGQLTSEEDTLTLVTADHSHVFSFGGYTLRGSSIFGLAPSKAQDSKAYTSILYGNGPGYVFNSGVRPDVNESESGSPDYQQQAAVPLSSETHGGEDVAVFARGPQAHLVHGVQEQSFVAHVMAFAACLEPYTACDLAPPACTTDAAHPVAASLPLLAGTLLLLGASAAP
# SENP6 block – SENP6 protease inhibitors, primary screen, biochemical, luminescence, uHTS. Sentrin-specific protease 6 (Homo sapiens), Q9GZR1. Recombinant SENP6 catalytic domain, aminoluciferin luminescence. inhibition, % at 10 µM. actives 1.8% (n = 330,000);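 active = inhibition above about 50% at the single tested dose, limit read from the data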;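 also: plate controls were DMSO wells with enzyme for no effect and DMSO wells lacking enzyme for full effect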
# SENP8 inh – human SENP8 protease inhibitors, primary screen, biochemical, fluorescence, Nedd8 protein substrate, uHTS; recombinant SENP8; Sentrin-specific protease 8 (Homo sapiens), Q96LD8; inhibition, % at 20 µM; actives 0.64% (n = 360,000); in the data active = inhibition mostly above about 40%, no sharp cut-off; inactive = mostly below about 27%
# Target sequence (Q96LD8 whole entry, looked up): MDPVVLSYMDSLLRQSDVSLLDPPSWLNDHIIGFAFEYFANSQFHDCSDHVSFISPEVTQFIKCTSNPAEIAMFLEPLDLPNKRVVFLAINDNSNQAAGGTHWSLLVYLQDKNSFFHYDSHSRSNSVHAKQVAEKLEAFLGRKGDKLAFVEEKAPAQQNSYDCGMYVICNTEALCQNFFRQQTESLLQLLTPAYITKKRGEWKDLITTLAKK
# ATG4B inhibitor – ATG4B protease inhibitors, primary screen, biochemical, fluorescence, uHTS; Cysteine protease ATG4B (Homo sapiens), Q9Y4P1; ATG4B cleavage of LC3-PLA2, NBD-HPC fluorescence, 1 h; inhibition, % at 8.33 µM; actives 0.51% (n = 340,000); AID 504462, 2011; in the data active = inhibition above about 40%
# MPTP block – mitochondrial permeability transition pore inhibitors, primary screen, biochemical, isolated mouse mitochondria, absorbance; AID 602449, 2012; inhibition, % at 10 µM; Ca2+ swelling absorbance, 30 min; actives 1.4% (n = 360,000);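 active = inhibition of 50% or more, scaled per plate between neutral and stimulator controls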;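 also: 0% = DMSO wells given calcium and 100% = 1 mM EGTA wells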
# PfGluPho inh – PfG6PD enzyme inhibitors, primary screen, biochemical, fluorescence intensity, uHTS. glucose-6-phosphate dehydrogenase-6-phosphogluconolactonase (Plasmodium falciparum 3D7). PfGluPho enzyme, NADPH resazurin-diaphorase fluorescence. inhibition, % at 20 µM. actives 0.78% (n = 350,000). AID 504690, 2011;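 active = inhibition reaching at least a set limit at 20 µM in the primary screen, cut at about 59% in these data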;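 also: 0% = DMSO wells with substrate and 100% = DMSO wells lacking glucose-6-phosphate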
# Active calls of the source: *; x = no result given.
SMILES,GRIN3A LBD mod,SENP1 FRET inh,hIAP act,SENP6 block,SENP8 inh,ATG4B inhibitor,MPTP block,PfGluPho inh
COc1cccc(-c2cnc(NCc3cc(Cl)ccc3O)n2C)c1,-10,-8,0.79,1,-33,6,12,-8
Cc1ccc(-c2cnc(NC(=O)c3cccc(Br)c3)s2)c(C)c1,-2,-1,0.86,-26,-23,5,5.0,-7
Cc1cccn2c(=O)c(/C=C(\C#N)C(=O)NC3CCS(=O)(=O)C3)c(Oc3ccccc3Cl)nc12 (stereo not given),2,-22,0.99,-11,-331,-15,-3.0,4
CC(C)(C)c1ccc(-c2nc3c(C#N)c(-c4ccc5c(c4)OCO5)ccn3n2)cc1,2,-60,1.4,-2,-291,0,3.3,-14
Cc1ccc2cc(C(c3nnnn3CC3CCCO3)N3CCCC4(CCCCC4)C3)c(=O)[nH]c2c1 (stereo not given),2,-63,x,x,-38,-2,-3.3,39
O=C(CN1C(=O)COc2ccccc21)NCCCN1CCCC1,2,-4,1.2,-6,3,1,-0.2,12
CC(=O)Nc1ccc(/C=N/NC(=O)c2cc3ccccc3nc2C)cc1,0,3,1.2,-17,-23,-3,-1.8,-8
COc1ccccc1C(=O)Nc1nnc(S(=O)(=O)N(C)Cc2ccccc2)s1,3,-1,1,1,3,10,36,13
C/C(=N\NC(=O)c1cc(C)oc1C)c1ccc(N2CCOCC2)cc1,0,-1,1,-14,-209,-1,3.7,-1
O=C(CCC1CCCCC1)Nc1ccc(C(=O)c2ccncc2)cc1,-10,1,0.87,24,7,-3,42,12
Cc1ccc(NC(=O)CN(C)C(=O)CSc2nc3ccccc3c(=O)n2Cc2ccco2)cc1,-5,0,1.2,-24,15,22,0.7,14
Cc1ccc(NC(=O)CC(=O)Nc2ccc(C)cc2)cc1,1,1,1.1,5,4,12,-0.4,-7
Nc1cc(N)nc(SCCOc2ccccc2)n1,-3,3,1,15,4,-1,0.4,-14
CCOc1ccc(NC(=S)N(CCN2CCOCC2)Cc2ccc3c(c2)CCCN3CC)cc1,-3,-26,1,-6,0,3,0.8,11
O=C(CSc1nnc(Cc2cccs2)n1-c1ccccc1)Nc1ccc2c(c1)OCCO2,-3,3,1.1,-14,19,-4,-1.0,-1
CCOC(=O)C1CCCN(C(=O)c2cc(S(=O)(=O)N3CCCCCC3)ccc2OC)C1 (stereo not given),-2,0,0.98,-4,0,-7,-2.6,2
O=C(c1ccc2nc(N3CCCCC3)sc2c1)N1CCN(c2ccccn2)CC1,-1,3,0.86,-1,-10,-3,-0.1,-16
CCCCNC(=O)c1onc(CSc2nc3ccccc3[nH]2)c1C(=O)NCCCC,-15,-1,1.1,-4,14,-6,-1.3,26
O=C(O)CN1C(=O)CC(Cc2ccc(Cl)cc2)C1=O (stereo not given),0,2,0.97,16,11,-7,-1.4,-15
CCN1CCN(C(=S)Nc2ccc(Cl)cc2)CC1,0,3,0.9,-9,10,-12,1.3,0
COc1ccc(-c2nnc(SCC(=O)O)n2C)cc1OC,0,3,1,8,14,-1,-1.0,7
Cc1no[n+]([O-])c1COc1ccccc1/C=N/n1nnnc1N,-1,7,1,-6,2,4,-0.9,-2
CCOC(=O)c1c(C)nc2sc3c(=O)n(-c4ccc(C(C)=O)cc4)nnc3c2c1-c1ccc(Cl)cc1,0,2,0.89,-7,24,-10,6.9,4
COc1cc(C2N(c3cccc(Cl)c3)C(=O)C3CCCN32)cc(OC)c1OC (stereo not given),0,0,0.84,-4,1,-5,-2.3,2
Cc1ccc(C)c(OCC(=O)Nc2ccc3c(c2)OCO3)c1C,0,1,0.78,2,27,13,0.2,4
CCN(CC)S(=O)(=O)c1ccc(C)c(NC(=O)COc2ccc3c(C)cc(=O)oc3c2)c1,-2,2,1,1,-112,10,2.2,21
CCOc1ccccc1C(=O)N1CCN(c2ccc(C(F)(F)F)cn2)CC1,-1,1,0.96,-1,-17,-15,1.7,0
CCOC(=O)c1ccc(NC(=O)CC2S/C(=N/N=C3/NC(=O)CS3)NC2=O)cc1 (stereo not given),1,2,1,-16,30,-10,0.3,-20
O=C(NCc1ccccn1)C(C(=O)c1ccc(F)cc1)n1ccccc1=O (stereo not given),1,-1,1.1,6,1,1,-4.3,0
CCn1cc(C(=O)OCC(=O)NCc2ccc3c(c2)OCO3)c(=O)c2ccc(C)nc21,-2,-2,1,4,20,5,0.0,-5
COc1ccc(C(=O)N(C)CCOc2ccc(Cl)cc2)cc1S(=O)(=O)N1CCCC1,x,1,x,x,14,x,-0.2,-11
Cc1cc(C)nc(Sc2ncnc(N)c2[N+](=O)[O-])n1,-1,2,0.98,0,8,-6,-0.1,6
CC(C)CCNC(=O)c1ccc(-n2cnc3cccnc32)cc1,1,3,0.92,7,-7,-7,0.3,1
Cc1cccc(CN2CCC(CNC(=O)Nc3ccc(F)c(Cl)c3)CC2)c1,-2,3,1.3,-14,12,-4,3.1,11
O=C(Nc1ccc(S(=O)(=O)NC2CCCC2)cc1)c1cnccn1,-2,0,0.97,8,6,2,0.2,-7
CN(C)N1C(=O)CC(N2CCCC2)C1=O (stereo not given),-1,1,0.98,4,3,2,-1.0,-22
Cc1nnc(SCc2c(Cl)cccc2Cl)n(N)c1=O,-3,-1,0.96,-29,16,4,-2.4,3
CCCC1NC(=O)c2cccnc2-n2c1nc1ccccc1c2=O (stereo not given),x,0,x,x,5,x,-0.7,-13
Nc1cc(N)nc(SCC(=O)N2CCc3ccccc32)n1,0,-1,1.1,-19,18,-6,0.6,5
O=C(Cc1ccccc1)Nc1nccs1,-3,7,1,0,4,2,-1.0,10
O=C1CCCC2=C1C(c1ccccn1)Nc1ccc(C(=O)c3ccccc3)cc1N2 (stereo not given),-1,1,0.88,24,9,-5,0.9,4
CC(NC(=O)CSc1nc(=O)cc(N)n1-c1ccccc1)c1ccccc1 (stereo not given),0,3,0.91,-5,21,-12,-0.4,-16
CC(C)(C)C(=O)C[n+]1ccc(C(N)=O)cc1,1,0,0.96,16,4,2,22,-8
O=C(N/C(=C/c1ccc(Br)cc1)C(=O)N1CCCC1)c1cccs1,-2,1,0.96,-31,10,-3,-0.4,9
CC(C)(C)OC(=O)[C@H](Cc1ccccc1)NC(=O)c1nc[nH]c1C(=O)NCc1ccccc1,-21,4,1.4,-6,10,5,2.0,30
Cc1cc(NCCCn2ccnc2)n2c(nc3ccccc32)c1C#N,-2,-90,0.97,12,-356,9,-2.1,-8
CCCCc1c(O)nc2sccn2c1=O,2,-6,1.1,-5,12,-8,-0.7,3
CC12CCC(=O)N1C(C(=O)NNC(=O)COc1ccc(Br)cc1)CS2 (stereo not given),-1,2,1.4,-2,6,-6,0.9,-1
Cc1ccc(-c2cc(C(=O)N/N=C/c3ccoc3)c3ccccc3n2)cc1,-2,2,0.97,3,-22,5,1.3,-1
COc1cc2ccc(=O)oc2c(CC=C(C)C)c1OC,-3,-2,0.8,1,-168,0,2.1,-5
C#CCNC(=O)C1=C[C@H](C2CC2)C[C@H](OCCCCO)O1,0,0,0.89,-9,6,-7,1.6,-2
COc1cc(OC)nc(Oc2ccc(N)c(C)c2)n1,1,1,1.2,-32,16,0,0.5,2
CC(=O)N(C)c1ccc(NC(=O)Cc2cccs2)cc1,-2,-1,0.85,-2,19,2,-0.8,-12
COc1ccc(Br)cc1/C=C1\Oc2ccccc2NC1=O,-9,-49,0.92,-9,-314,-2,1.4,-4
S=C(NCc1ccc(Cl)cc1Cl)Nc1ccccc1,13*,1,1.1,-2,9,32,95*,8
CC1CCCCC1NC(=O)CCNC(=O)N1CC(=O)Nc2ccccc21 (stereo not given),2,1,1.2,-13,10,-7,-0.1,3
CCC1C/C(=C/c2cccs2)C(=O)/C(=C/c2cccs2)C1 (stereo not given),-3,3,0.89,-5,9,3,5.9,9
Cc1ccc(SC(C)C(=O)N2CCCC2)cc1 (stereo not given),12*,2,0.73,-18,16,7,-0.2,-10
CSc1ccccc1NC(=O)c1cnc2sc(C)cn2c1=O,0,-1,0.94,-7,-184,1,0.5,4
COc1ccc(NC(=O)C/C(C)=N/NC(=O)c2cnccn2)cc1,0,3,1.1,18,9,-5,3.6,-14

# A second format for 6 compounds above:
smiles	GRIN3A LBD mod	SENP1 FRET inh	hIAP act	SENP6 block	SENP8 inh	ATG4B inhibitor	MPTP block	PfGluPho inh
O=C(O)CN1C(=O)CC(Cc2ccc(Cl)cc2)C1=O (stereo not given)	0	2	0.97	16	11	-7	-1.4	-15
CCN1CCN(C(=S)Nc2ccc(Cl)cc2)CC1	0	3	0.9	-9	10	-12	1.3	0
COc1ccc(-c2nnc(SCC(=O)O)n2C)cc1OC	0	3	1	8	14	-1	-1.0	7
Cc1no[n+]([O-])c1COc1ccccc1/C=N/n1nnnc1N	-1	7	1	-6	2	4	-0.9	-2
CCOC(=O)c1c(C)nc2sc3c(=O)n(-c4ccc(C(C)=O)cc4)nnc3c2c1-c1ccc(Cl)cc1	0	2	0.89	-7	24	-10	6.9	4
COc1cc(C2N(c3cccc(Cl)c3)C(=O)C3CCCN32)cc(OC)c1OC (stereo not given)	0	0	0.84	-4	1	-5	-2.3	2

# Next part:
SMILES,GRIN3A LBD mod,SENP1 FRET inh,hIAP act,SENP6 block,SENP8 inh,ATG4B inhibitor,MPTP block,PfGluPho inh
COc1ccccc1C(=O)NCCC(=O)N1CC(=O)Nc2ccccc21,-10,0,1.1,-11,11,2,-1.3,-17
CCCN(CCC)CCCNC(=O)c1cn(-c2ccc(OC)cc2)c(=O)c2ccccc12,2,1,0.94,-29,-4,3,-0.4,-20
CCOCCc1nnc(NC(=O)c2cc(OC)c(OC)cc2[N+](=O)[O-])s1,0,0,0.9,-1,11,-4,-2.8,0
COc1ccc(OC)c(CNc2ccc3c(c2)nc(C)n3C)c1,0,1,0.73,1,-72,-1,-1.2,3
Cc1nc(CC(=O)c2ccc(O)c(C)c2O)cs1,1,2,1.1,-14,19,-4,1.4,17
Cc1ccc(C(=O)N/C(=C\c2ccc(Cl)cc2)C(=O)NCCCN2CCOCC2)cc1,8,-10,1.1,-28,5,-9,-1.7,-5
COc1ccc(N2CCN(c3ncnc4c3nnn4Cc3ccccc3Cl)CC2)cc1,0,-4,0.92,12,15,-2,-1.1,10
CCOc1ccc(/C=C2\SC(=S)N(N3C(=O)C4CC4C3=O)C2=O)cc1 (stereo not given),-2,-14,0.9,8,29,-1,2.1,-4
O=c1c2ccccc2nnn1CSc1ncnc2ccccc12,0,-2,1,-9,12,-5,0.8,2
CCOc1ccccc1C(=O)Oc1cc(C)[nH]c(=O)c1[N+](=O)[O-],-1,1,0.97,-6,4,0,1.0,-1
Cc1sc2nc(SCC(=O)NCCCO)n(-c3ccccc3)c(=O)c2c1C,0,1,1,-7,11,-3,0.6,-8
O=C(CSC(=S)N1CCSCC1)c1ccccc1,-1,2,1.1,45,-1,24,-0.6,-8
COC(=O)C1C(OC)=CC(=O)C2CCCCC21 (stereo not given),-1,-1,x,x,10,-2,-0.6,-5
O=C(Nc1nnc(C2=COCCO2)o1)c1cccc([N+](=O)[O-])c1,2,1,1.1,-6,6,5,-1.0,3
COc1ccccc1CNCc1cccs1,7,2,0.85,-8,15,-13,-4.7,-6
CNC(=S)NNC(=O)c1ccc(N(C)C)cc1,-1,0,1.4,5,20,-10,2.4,7
CCN1CCN(c2nc(Nc3cccc(OC)c3)nc(N)c2[N+](=O)[O-])CC1,2,0,1,-9,7,-5,1.8,2

# Compounds were not picked by outcome; 6.7% or so of the library scored in one or more.
